From PubChem
NR5A2 inv ag: NR5A2 inverse agonism in reporter assay; inhibition, % at 3.6 µM; 360,000 compounds, 0.13% hits; HEK293T StAR-luciferase reporter, LRH-1 transfected, 24 h; O00482;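 active = inhibition above the mean inhibition of all tested compounds plus 3 SD, cut at about 73% in these data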;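 also: 0% = DMSO wells and 100% = reporter-only cells lacking LRH-1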
TLR9-MyD88 inh: blocks human TLR9 binding to MyD88; Q9NR96+Q99836; CHO BLA complementation TLR9-MyD88, CCF4 FRET ratio; inhibition, % at 4.98 µM; 340,000 compounds, 0.21% hits; AID 504734;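 active = inhibition above the mean over all tested compounds plus 3 SD, cut at about 21% in these data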;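 also: 0% = DMSO only wells and 100% = clavulanate BLA inhibitor control wells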
MC4R antag cAMP: human MC4R antagonism in cAMP assay. P32245. MC4R-expressing cells, MTII-stimulated cAMP, LANCE TR-FRET. inhibition, % at 6.5 µM. 360,000 compounds, 0.48% hits. AID 540295;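 active = inhibition above its plate's cutoff, the mean of tested wells on that plate plus 3 SD, cut at about 29% in these data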;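 also: 0% = Melanotan II alone and 100% = Melanotan II plus saturating MCL0020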
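System: U2OS-MC4R stable cell line; Technique: Eu-cAMP/anti-cAMP TR-FRET, emission 671 nm; Repeats: single well per compound; Also added: Melanotan II; Dosing: one concentration, 6.5 µM nominal; Schedule: 30-min compound, 1-h challenge, 1-h detection, room temperature.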
NCOA2 inhibitor: human SRC2 (NCOA2) inhibition; Q15596; HEK293 GAL4-SRC2 luciferase reporter, luminescence; inhibition, % at 9 µM; 370,000 compounds, 0.17% hits; AID 651957;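 active = inhibition above the mean inhibition of all tested compounds plus 3 SD, set per campaign, cut at about 52% in these data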;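 also: 0% = DMSO treated cells and 100% = cells given Gossypol at 36 µM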
COUP-TFII inh: inhibitors of human COUP-TFII (NR2F2) | HEK293T NGFI-A luciferase reporter, luminescence | inhibition, % at 8.6 µM | P24468 | 370,000 compounds, 0.7% hits;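 active = inhibition above a per-plate cutoff, mean inhibition of test wells between control levels plus 3 SD, cut at about 38% in these data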;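 also: cells cotransfected with COUP-TFII expression vector driving the NGFI-A reporter; 0% = median of COUP-TF2 test wells and 100% = reporter-only cells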
LMP1 NFkB inh: reduces LMP1-driven NF-kappaB luciferase signal; AID 504558; 350,000 compounds, 0.69% hits; inhibition, % at 12.5 µM; LMP1-induced NF-kappaB luciferase reporter cells, luminescence; in the data active = inhibition above about 41%;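 also: 0% = neutral control wells and 100% = reference inhibitor control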
NCOA3 inh: human NCOA3 inhibition; HEK293 GAL4-SRC3 luciferase reporter, luminescence; inhibition, % at 3.6 µM; Q9Y6Q9; 360,000 compounds, 0.17% hits; AID 588352;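 active = inhibition above a per-campaign cutoff, the mean of all compounds plus 3 SD, cut at about 60% in these data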;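 also: 0% = DMSO-treated cells and 100% = gossypol-treated cells at 36 µM; higher means less SRC3-driven luciferase light from the GAL4 reporter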
SRC1 inh: inhibitors of human steroid receptor coactivator 1 (SRC1). HEK293 GAL4-SRC1 luciferase reporter, luminescence. inhibition, % at 3.6 µM. 360,000 compounds, 0.12% hits. AID 588354;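 active = inhibition above the campaign mean plus 3 SD, with each screening campaign given its own cutoff, cut at about 60% in these data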;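 also: 0% = DMSO treated cells and 100% = gossypol at 36 µM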
NOD2-RIPK2 inh: NOD2-RIPK2 protein interaction inhibition | O43353 | CHO BLA complementation NOD2-RIPK2, CCF4 ratio | inhibition, % at 4.98 µM | 360,000 compounds, 0.38% hits; in the data active = inhibition above about 21%;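 also: 0% = vehicle only and 100% = reference blocker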
ABHD5-PLIN5 inh: blocks binding of human ABHD5 to perilipin-5; 360,000 compounds, 0.78% hits; Q00G26+Q8WTS1; Split G. princeps luciferase complementation, luminescence, 4 h; inhibition, % at 4 µM;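 active = inhibition above the mean inhibition across every tested compound plus 3 SD, cut at about 22% in these data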;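 also: 0% = DMSO only wells and the 100% control is not disclosed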
MC4R ag barr: activates human MC4R beta-arrestin recruitment | U2OS MC4R beta-arrestin complementation, luminescence; percent of melanotan II response, DMSO zero | activation, % at 8.9 µM | 360,000 compounds, 0.98% hits;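 active = activation above a per-plate cutoff, the mean activation of sample wells on that plate plus 3 SD, cut at about 8% in these data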
The depositor's hits bear a star; · = no result given; & = joins results of further samples. Only part of the results is shown. The share of hits here may be higher or lower than overall.

SMILES	NR5A2 inv ag	TLR9-MyD88 inh	MC4R antag cAMP	NCOA2 inhibitor	COUP-TFII inh	LMP1 NFkB inh	NCOA3 inh	SRC1 inh	NOD2-RIPK2 inh	ABHD5-PLIN5 inh	MC4R ag barr
CCc1ccc(NC(=O)c2ccccc2NC(=O)C2CCCO2)cc1 (configuration not stated)	-148	-3	7	-47	-33	-10	-110	-106	-5	-4	1.2
COc1cccc(C(=O)NCC(=O)N/N=C/c2cccc(OC(=O)c3ccc([N+](=O)[O-])cc3)c2)c1	-9	0	2	12	7	3	5	-6	2	-4	-1.5
Cc1nc(SCC(=O)Nc2cccnc2Cl)nc(C)c1C	-1	-4	2	2	-19	3	4	3	-7	2	-1.1
COc1ccc2[nH]c3c(c2c1)CCN1C(=O)C(CC(=O)NCCCN(C)C)C[C@H](C(=O)N2CCOCC2)[C@@]31CCC1CCCC1 (some centres not stated)	-5	-6	0	16	-3	-34	11	-6	3	0	-1.0
CC(=O)N/C(=C\c1ccc(C)o1)C(=O)NCc1ccccc1	-13	11	13	8	6	6	-9	-14	2	-2	0.4
CCc1ccccc1NC(=O)c1ccc2nc(N3CCOCC3)sc2c1	-2	-4	13	9	-7	-5	-39	-3	-8	-6	0.7
CCOC(=O)C(Cc1ccccc1)c1ccnc2ncnn12 (configuration not stated)	4	3	21	8	11	3	16	-1	8	-1	-1.1
C=C1C[C@H](O[C@@H]2O[C@H](CO)[C@@H](O)[C@H](O)[C@H]2O)[C@@H]2[C@H](OC(=O)[C@H]2C)[C@H]2[C@H](C)[C@H](O)C[C@@H]12	-23	0	10	10	4	-4	-10	-28	5	1	0.8
Clc1ccccc1N/N=C/c1ccc2c(c1)OCO2	-115	3	-3	-39	-34	-47	-47	-107	1	-12	1.6
COc1cccc(CN(C)C(=O)CSCC(=O)Nc2cc(C)on2)c1OC	3	-11	1	-8	-14	1	-4	5	8	-6	-2.7
COc1ccc(Br)cc1/C=c1\sc2nc(-c3ccco3)nn2c1=O	3	14	-1	-25	0	-9	-11	-15	5	-2	-2.0
Cc1ccc(N(C)C(=O)C2CCCN2S(=O)(=O)c2cccc3nsnc23)cc1 (configuration not stated)	-3	10	6	-1	18	10	11	-25	0	-1	-0.2
COC(=O)c1cc(OC)c(OC)cc1NC(=O)c1ccccc1	19	-5	2	-32	5	12	10	-5	-6	-5	2.2
CC(=O)Nc1ccc(/C(C)=N/NC(=O)c2ccc(F)cc2)cc1	-39	3	4	-37	-2	2	0	-63	6	2	0.5
Cc1ccc(S(=O)(=O)Nc2cc(C(C(=O)OC(C)C)C(=O)C(F)(F)F)c(O)c3ccccc23)c(C)c1 (configuration not stated)	10	-6	10	3	9	-9	15	9	-35	16	3.3
O=C1NC[C@H](CCCCN2C[C@H](Cc3ccc(O)cc3)N(CC3CCCCC3)C(=O)C2=O)N(CCc2ccccc2)C1=O	-27	·	·	7	8	·	·	·	0	3	·
O=C(N=C1SC2CS(=O)(=O)CC2N1c1ccc(Cl)cc1)C1CCCO1 (configuration not stated)	-9	2	3	2	-4	1	-11	1	-3	-7	-1.3
CCCC(C(=O)NCCC(C)C)N(Cc1ccc(OC)cc1)C(=O)c1snc(C(N)=O)c1N (configuration not stated)	20	-5	6	5	4	-8	6	9	-8	3	-0.8
COc1ccccc1N=c1oc2cc(O)ccc2cc1C(=O)NCC1CCCO1 (configuration not stated)	-52	-93	-6	-45	-30	6	-23	-33	-65	3	-0.8
Cc1cc(Cl)ccc1OC(C)C(=O)OCC(=O)c1ccc[nH]1 (configuration not stated)	2	3	7	-12	0	-10	-16	-3	2	4	6.7
CN(C)CCCNCCCNC(=O)c1ccco1	-12&-3	-6&-1	4&2	-3&-18	17&15	1&1	3&5	-11&4	-1&-4	-9&-2	0.1&-1.2
Cc1ccc(S(=O)(=O)N2[C@@H](c3ccc(Br)cc3)C(C(=O)O)=CC[C@H]2c2cccc(Cl)c2)cc1	4	-7	2	10	1	-4	4	9	-15	5	-0.3
COC(=O)Cc1csc(Nc2ccc(F)c(Cl)c2)n1	-11	5	-2	17	-5	-6	-12	0	9	-2	-1.8
O=C(Nc1ccc(N2CCN(C(=O)c3ccc(Cl)cc3)CC2)cc1)c1cccs1	-15	-14	6	5	-16	8	-17	2	-6	-5	7.1
COc1cc(/C=C/C(=O)OC(C)C(=O)NC2CCCCC2C)cc(Cl)c1OC (configuration not stated)	-18	0	0	-31	-1	6	-1	-11	0	-10	-1.1
CCOc1ccc(Oc2ccc(NS(=O)(=O)c3ccc(CCC(=O)O)cc3)cc2)cc1	12	-2	-1	2	6	-5	1	-11	-21	4	-2.6
COc1ccc(Br)cc1/C=C(\C(=O)O)c1ccc(S(=O)(=O)N2CCCCC2)s1	5	5	6	-8	-18	-4	22	-4	6	-1	0.2
CC(C)[C@H](NC(=O)c1ccco1)C(=O)OCC(=O)N(C)c1ccccc1	16	-8	9	-10	10	-2	-14	-2	-8	3	-1.6
O=C(Nc1nc2ccccc2n1CCN1CCCC1)C1CCCCC1	0	-3	3	-3	-1	4	4	0	-3	-1	-1.7
COc1ccc(C(CC(=O)Nc2ccc(F)cc2)c2ccccc2)cc1 (configuration not stated)	-9	9	5	-7	-10	7	8	3	-8	-1	0.4
COc1ccc([C@H]2CC(=O)C=C(c3ccc(CO)cc3)C2)cc1	8	6	10	-32	8	-2	-6	-6	0	9	0.8
Cc1ccc2sc(C)[n+](CCO)c2c1	11	10	3	-9	-4	-5	-2	8	2	-13	1.8
CCN(CC)S(=O)(=O)c1ccc(N2CCOCC2)c(NC(=O)c2sccc2C)c1	-2	-4	12	6	12	4	-9	2	-10	1	0.6
CCOC(=O)CCNC(=O)N1CCCC(N2CCN(c3ccc(OC)cc3)CC2)C1 (configuration not stated)	4	12	-4	-22	-2	5	10	12	-4	10	3.2
CC(=O)NCC1CCN(C(=O)C2CCC(=O)N(CCc3cccc(F)c3)C2)CC1 (configuration not stated)	-19	-6	5	-6	6	-9	-33	-5	1	0	-3.3
O=C(Nc1ccccc1N1CCOCC1)c1cc2ccccc2o1	14	2	4	-6	-10	-15	-58	-19	-13	1	-1.3
C=CCN(C(=O)C1CSC2(C)CCC(=O)N12)c1nc(-c2ccccc2)cs1 (configuration not stated)	-23	-13	-1	-10	8	-6	-6	-18	-1	-15	-2.9
CC(C)COCC(O)CCC(=O)NNC(=S)Nc1ccccc1 (configuration not stated)	-1	2	5	-2	0	-5	5	-11	-6	3	0.3
O=C(O)c1ccc(NCc2nc3ccccc3n2CCOc2ccccc2Cl)cc1	-20	3	15	-3	-31	-13	-15	-8	-1	9	-3.4
COc1ccc(CCC(=O)OCC(=O)c2cccc(OC)c2)cc1	8	-8	23	18	-12	-6	9	17	-7	-1	-1.1
CC(=O)c1cc2c(cc1NC(=O)Cn1cnc3ccccc3c1=O)OCO2	-6	-9	-2	12	21	-5	-2	6	-3	13	-0.6
CN1CCc2c(sc(/N=C/c3cccs3)c2C(N)=O)C1	-68	-5	3	·	·	-8	-48	-57	-7	0	0.0
Cc1ccccc1Nc1nc(N)nc(COC(=O)c2cccc(S(=O)(=O)N(C)c3ccccc3)c2)n1	1	6	13	9	16	-10	-3	-9	1	1	-0.5
COC(=O)c1cn(C(=O)c2ccc3c(c2)OCO3)c2ccccc12	-3	0	-5	-25	-4	-5	-10	-10	0	-7	-1.2
Cc1ccc2c(c1)c1nnc(SCC(=O)Nc3ccc(N(C)C)cc3)nc1n2CC(=O)O	3	-10	-4	-57	4	-2	2	-17	-10	-4	-0.5
CCNC(=S)N/N=C/c1cc(C)n(-c2ccc(Cl)cc2)c1C	-14	5	-28	-45	-60	-9	-77	-40	6	3	-3.5
Cc1ccc(NS(=O)(=O)c2ccc3c(c2)CC(=O)N3)cc1C	-2	-2	15	-6	-6	-3	2	13	4	8	2.8
Cc1cc(O)c(C(C)C)cc1N=Cc1cc([N+](=O)[O-])ccc1O	-15	0	-5	21	27	7	4	-22	-5	-2	-0.5
COc1cccc(C(=O)OCC(=O)N2CCc3ccccc3C2)c1OC	-4	·	-5	-9	3	·	2	9	-5	3	0.2
O=C(c1c[nH]c(C(=O)C(Cl)(Cl)Cl)c1)c1ccccc1Cl	10	-17	1	-1	-6	-1	-1	-2	9	-4	-0.6
